XiGFP reactiv: activators of inactive X chromosome reactivation, primary screen, imaging, XiGFP fibroblasts, GFP high-content imaging, set 2 | actives 0.055% (n = 360,000) | activation, % at 7.58 µM | XiGFP mouse fibroblasts, % GFP-positive cells imaging, 3 d; cells co-treated with 5-aza-dC sensitizer; scaled so ellipticine positive control = 100%;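 active = mean normalized replicate activation at least 10% and every replicate at or above 10%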;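 note: 0% = median of on-plate neutral control wells and 100% = ellipticine 6 µM median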
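Material: SV40-immortalized XiGFP fibroblast cells, line 68-5-11 | Buffer or medium: DMEM containing 5-aza-dC | Dosing: One concentration, pinned | Times: 3 d treatment, 15 min room-temperature fixation | Controls: Ellipticine 6 µM positive control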
EWS-Fli inh: EWS/Fli-driven NR0B1 reporter inhibitors, primary screen, A673 cells, NR0B1 luciferase, luminescence, MLPCN library; viability-normalised; inhibition, % at 12.6 µM; actives 0.67% (n = 350,000); AID 651661, 2012;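 active = mean inhibition of at least 50% after viability correction, with every replicate also passing that limit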;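 note: firefly luciferase signal divided by Alamar Blue viability fluorescence both relative to DMSO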
FN deposit inh: inhibitors of fibronectin matrix deposition, primary screen, AH1F cells, Alexa488-fibronectin fluorescence, plate reader; AH1F fibroblasts, overnight; inhibition, % at 12.6 µM; actives 0.086% (n = 350,000);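 active = mean inhibition across replicates of 30% or more, regardless of how many single replicates reach that level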;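 note: positive control wells lacked labelled fibronectin entirely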
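Assay system: AH1F fibroblast monolayer, labelled fibronectin deposition. Amount: 10000 cells per well. Also added: labelled fibronectin 24 nM. Compound: single-point pinned compound. Incubation: cell attachment 1 h, compound and FN exposure overnight. Detection: fluorescence after three HBSS washes, excitation 485 nm, emission 525 nm. Read-out: inhibition of fibronectin deposition signal.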
RAD54 inh: inhibitors of human RAD54 branch migration, primary screen, biochemical, fluorescence, single point | DNA repair and recombination protein RAD54-like (Homo sapiens), Q92698 | RAD54 Holliday junction branch migration, FAM/BHQ fluorescence | inhibition, % at 10.4 µM | actives 0.14% (n = 360,000);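 active = mean normalized replicate activity at least 40 and at least half of replicates scoring 40 or more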;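 note: 0% = median of neutral control wells and 100% = median of positive control wells; inhibitors cause a drop in the FAM fluorescence signal; in these data hits start at about 50%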
Target sequence (Q92698 whole entry, looked up): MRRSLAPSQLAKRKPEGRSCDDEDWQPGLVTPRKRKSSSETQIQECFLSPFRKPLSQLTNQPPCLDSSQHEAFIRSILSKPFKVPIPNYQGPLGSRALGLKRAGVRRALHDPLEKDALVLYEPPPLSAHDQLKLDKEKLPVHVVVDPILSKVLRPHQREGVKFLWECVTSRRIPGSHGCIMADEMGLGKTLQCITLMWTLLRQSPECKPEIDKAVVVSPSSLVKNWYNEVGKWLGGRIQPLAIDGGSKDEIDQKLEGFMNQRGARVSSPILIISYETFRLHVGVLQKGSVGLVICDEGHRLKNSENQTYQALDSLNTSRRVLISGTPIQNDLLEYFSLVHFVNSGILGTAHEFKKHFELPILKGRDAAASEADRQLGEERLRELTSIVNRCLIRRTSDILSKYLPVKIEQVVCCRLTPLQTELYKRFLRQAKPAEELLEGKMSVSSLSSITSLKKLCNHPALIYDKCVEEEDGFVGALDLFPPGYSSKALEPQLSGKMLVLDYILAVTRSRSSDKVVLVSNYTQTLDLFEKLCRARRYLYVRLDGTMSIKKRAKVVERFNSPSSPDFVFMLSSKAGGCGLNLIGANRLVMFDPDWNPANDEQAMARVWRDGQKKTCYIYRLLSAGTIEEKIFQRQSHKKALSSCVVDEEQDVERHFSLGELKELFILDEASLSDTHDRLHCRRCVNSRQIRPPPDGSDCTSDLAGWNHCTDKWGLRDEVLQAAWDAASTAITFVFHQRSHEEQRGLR
RAD52 inh: RAD52 DNA annealing inhibitors, primary screen, biochemical, FRET, single point, set 2; DNA repair protein RAD52 homolog (Homo sapiens), P43351; recombinant RAD52 DNA annealing, FRET fluorescence; inhibition, % at 18.7 µM; actives 0.46% (n = 360,000); AID 651710, 2012;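 active = every replicate showing at least 50% inhibition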
S100A4 inh HTS: inhibitors of S100A4-myosin IIA peptide binding, primary screen, biochemical, fluorescence polarization, TAMRA-MyoIIA peptide. actives 0.14% (n = 360,000). inhibition, % at 10.7 µM. Protein S100-A4 (Homo sapiens), P26447;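 active = mean inhibition of at least 70% across replicates, with every replicate also reaching that level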
Target sequence (P26447 whole entry, looked up): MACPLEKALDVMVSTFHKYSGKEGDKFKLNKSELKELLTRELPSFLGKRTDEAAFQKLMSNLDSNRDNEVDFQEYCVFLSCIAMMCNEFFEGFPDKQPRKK
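incubation = readout 5 min after mixing, signal stable up to 60 min | system = S100A4 monomer protein | buffer or medium = HEPES pH 7.2 with CaCl2, KCl, NaCl, DTT, Triton | benchmarks = neutral control DMSO, positive control TFP | also added = fluorescent myosin IIA peptide, 5 nM | compound dosing = one concentration per compound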
esBAF inh: Bmi1 luciferase reporter increase in mESCs, primary screen, esBAF inhibitor project, mouse ES cells, Bmi1 luciferase knock-in, single point | 24 h; 100% = twice the neutral-well signal | reporter increase, % at 12.5 µM | actives 2% (n = 350,000); in the data active = activation above about 40%;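 note: 0% = median of the plate's neutral control wells and 100% = double that signal; a rise in the Bmi1 reporter signal indicates esBAF inhibition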
E-sel inducer: E-selectin induction in HUVECs, primary screen, imaging, HUVEC, immunofluorescence imaging, single point; actives 0.37% (n = 260,000); normalized: neutral wells 0, TNF-alpha wells 100; P16581; activation, % at 7.58 µM; AID 686992, 2013;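 active = mean E-selectin-positive cell signal at least 10% of the positive control, reached in at least 60% of replicates, without over 20% cell loss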;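 note: in these data hits start at about 27%; measured in HUVEC primary endothelial cells; signal is the percent of cells scored E-selectin positive by PE staining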
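Assay system: HUVEC primary endothelial cells. Input: 3,000 HUVEC seeded per well. Doses: one compound dose added by pin transfer. Read-out basis: % PE-positive cells. Benchmarks: TNF-alpha high, DMSO low. Detection: immunofluorescence imaging. Buffer or medium: EGM-2, gelatin.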
* = called active by the depositor; · = no result given. Not a hit list; overall some 3% were active at least once.

Values run as follows: XiGFP reactiv, EWS-Fli inh, FN deposit inh, RAD54 inh, RAD52 inh, S100A4 inh HTS, esBAF inh, E-sel inducer
1) C[C@@H]1CN([C@@H](C)CO)C(=O)c2cc(NC(=O)Nc3ccc4c(c3)OCO4)ccc2O[C@H]1CN(C)S(=O)(=O)c1cccs1
  -1.2, -7, -5, 11, -7, -1, 1, 0.2
2) C[C@H](CO)N1C[C@H](C)[C@H](CN(C)Cc2ccc(C(=O)Nc3ccccc3N)cc2)Oc2c(NC(=O)Nc3ccc(F)cc3)cccc2C1=O
  -1.3, -1, 1, ·, -4, 3, ·, -15
3) O=C(/C=C/c1ccccc1)Nc1ccc(CN2CCOCC2)cc1
  -0.1, -74, 1, ·, -11, -1, ·, 0.0
4) O=C(CN1CCCCC1)N/N=C/c1ccc(Cl)cc1Cl
  0.0, -10, 3, -4, -3, 2, -3, ·
5) CC(=O)c1ccc(N2CCN(C(=O)CCN3C(=S)NC(C)(C)CC3C)CC2)cc1 (stereo not given)
  0.1, -3, -8, ·, -11, -2, ·, 3.0
6) Cc1ccc(S(=O)(=O)N[C@@H]2C=C[C@H](CC(=O)NCCc3ccncc3)O[C@@H]2CO)cc1
  -0.4, 5, ·, 3, -11, 0, 2, 0.1
7) Cc1cccc(N2CCN(C(=O)CCCCCn3c(=S)[nH]c4ccc(N5CCOCC5)cc4c3=O)CC2)c1C
  0.1, ·, 8, -2, 3, 11, -6, ·
8) CN(C)CC(=O)N[C@H]1C=C[C@@H](CC(=O)NCc2ccc(Cl)cc2)O[C@@H]1CO
  0.2, -1, 2, 7, -8, -13, -1, 0.0
9) CO[C@H]1CN(C)C(=O)c2ccc(NC(=O)C3CCCCC3)cc2OC[C@H](C)N(C(=O)c2ccccc2)C[C@H]1C
  0.1, 12, 4, 10, 1, 3, 0, 0.0
10) CN1c2ccc(-c3ccccc3)cc2[C@H]2[C@H](CCN2C(=O)c2ccncc2)[C@@H]1CO
  0.0, 3, 6, 5, -25, -3, -4, -0.5

Next results.
Values run as follows: XiGFP reactiv, EWS-Fli inh, FN deposit inh, RAD54 inh, RAD52 inh, S100A4 inh HTS, esBAF inh, E-sel inducer
11) CN(CC(=O)Nc1ccccc1Br)C(=O)c1cccc(S(=O)(=O)N2CCc3ccccc32)c1
  0.0, 7, -8, 2, -6, -2, 2, ·
12) C[C@@H]1CN([C@H](C)CO)C(=O)c2cccc(NC(=O)C3CC3)c2O[C@H]1CN(C)Cc1ccccc1
  -0.2, 14, ·, -3, 5, -3, -1, -0.3
13) Cc1cccc(C(=O)NCCCNC(=O)c2cccnc2)c1
  0.0, 5, -1, 0, 1, -4, 0, 0.0
14) C[C@@H]1CCCCO[C@H](CN(C)C(=O)Nc2ccc(C(F)(F)F)cc2)[C@H](C)CN([C@H](C)CO)C(=O)c2cc(N(C)C)ccc2O1
  0.7, -3, ·, 5, 37, 1, -1, 0.7
15) COc1ccc(S(=O)(=O)N(C)C[C@@H]2Oc3c(NC(=O)Nc4ccc(F)cc4)cccc3C(=O)N([C@@H](C)CO)C[C@@H]2C)cc1
  0.0, -17, ·, ·, 11, 6, 2, -0.1
16) C[C@H]1CN([C@@H](C)CO)C(=O)Cc2cc(NS(C)(=O)=O)ccc2O[C@@H]1CN(C)S(=O)(=O)c1cccs1
  -0.6, -1, -15, -5, 1, 11, 2, -0.1
17) Cc1ccccc1S(=O)(=O)NCC[C@H]1CC[C@H](NC(=O)C2CC2)[C@H](CO)O1
  0.1, -3, -10, -5, 2, 12, 1, -0.4
18) CC1=C(C(=O)Nc2ccc(C)cc2C)C(c2cccc([N+](=O)[O-])c2)n2nc(C(=O)OC(C)C)nc2N1 (stereo not given)
  0.0, 7, -2, ·, -9, -2, ·, -1.6
19) C[C@@H]1CNCCN1c1ccc(N2CCS(=O)(=O)CC2)c(C#N)c1
  0.4, -9, -6, ·, 55*, -3, ·, 0.3
20) C[C@H]1CN([C@@H](C)CO)C(=O)c2cc(NC(=O)Nc3ccc(F)cc3)ccc2O[C@H]1CN(C)Cc1ccc(C(F)(F)F)cc1
  0.0, 12, ·, -2, -4, -9, -2, -12

(more compounds)
Values run as follows: XiGFP reactiv, EWS-Fli inh, FN deposit inh, RAD54 inh, RAD52 inh, S100A4 inh HTS, esBAF inh, E-sel inducer
21) CC(=O)Nc1ccc(NC(=O)CCNC(=O)c2ccccc2Cl)cc1
  0.2, -7, 3, 1, -9, -7, -2, -0.4
22) Clc1ccc(CO/N=C/c2cccs2)cc1
  0.0, 3, 10, 0, 1, -2, ·, -1.8
23) Cc1cc(=O)oc2cc(OCC(=O)c3ccc4c(c3)NC(=O)CO4)ccc12
  0.0, 10, ·, ·, -1, -1, ·, -0.5
24) COc1cccc(NC(=O)CN(C)C(=O)CN2C(=O)NC(C)(c3ccc(C)cc3)C2=O)c1 (stereo not given)
  0.2, 4, 7, 6, 1, -1, 3, -0.9
25) O=C(OCc1cc(=O)n2ccsc2n1)c1ccc(O)cc1O
  0.0, -62, -3, 0, -4, 1, 54*, -0.5
26) COc1ccc(CN(C)C[C@H]2OCCCC[C@H](C)Oc3ccc(NC(=O)CCCN(C)C)cc3C(=O)N([C@H](C)CO)C[C@@H]2C)cc1
  0.1, 3, ·, -6, -15, -19, 2, 0.0
27) Cc1nc(NCCc2ccc(Cl)cc2)c2nnn(Cc3ccccc3)c2n1
  0.1, 18, -2, 5, -10, -2, -5, ·
28) CCN(CC(=O)Nc1ccc(Cl)c(S(=O)(=O)N(C)C)c1)Cc1nc2ccccc2c(=O)[nH]1
  -0.1, 4, 2, -3, -73, -1, -2, 6.9
29) CCCCC(=O)N(C)c1c(C)nc2ccc(C(=O)N3CCN(c4ccccc4)CC3)cn12
  0.1, 3, 0, 11, -2, -7, -2, -0.2
30) Cc1noc(C)c1S(=O)(=O)N(C)C[C@H]1Oc2c(cccc2N(C)C)C(=O)N([C@@H](C)CO)C[C@H]1C
  0.7, -8, 3, 6, ·, ·, 2, 0.1

The list continues.
Values run as follows: XiGFP reactiv, EWS-Fli inh, FN deposit inh, RAD54 inh, RAD52 inh, S100A4 inh HTS, esBAF inh, E-sel inducer
31) Cc1ccc(C)c(C(=O)N2CCN(c3ncccn3)CC2)c1
  0.1, 0, 3, -3, -12, 1, -12, ·
32) CCCc1oc(C(=O)O)cc1CN1CCCC1
  ·, 10, ·, -1, -4, 0, -10, ·
33) O=C(O)CCC(=O)Nc1ccccc1C(=O)N1CCN(c2ccc(Cl)cc2)CC1
  0.0, 3, -4, ·, -9, -6, ·, ·
34) COc1ccccc1C(=O)OCc1c(-c2ccccc2)ncc2ccccc12
  0.0, 1, 4, 12, -29, 10, 5, 0.3
35) C=CCn1c(-c2cc3c(s2)CCC(CC)C3)n[nH]c1=S (stereo not given)
  0.0, 2, -14, ·, -17, -4, ·, 2.4
36) CCCNC(=O)N(C)C[C@H]1Oc2ncc(C#CC3CC3)cc2C(=O)N([C@@H](C)CO)C[C@@H]1C
  0.3, -12, ·, 7, 0, 6, -11, 0.3
37) CC1=C(C(=O)N2CCOCC2)CC(CC(=O)NC(c2ccccc2)c2ccccc2)C(=O)N1Cc1ccc(F)cc1 (stereo not given)
  0.0, -9, -9, -10, -4, 6, 0, 0.2
38) CCOC(=O)c1cc(CC)sc1NC(=O)c1ccc(N2C(=O)CCC2=O)cc1
  ·, 7, ·, -9, -23, -6, -7, ·
39) C[C@@H]1CN([C@@H](C)CO)C(=O)Cc2cc(N(C)C)ccc2O[C@@H]1CN(C)Cc1ccc(-c2ccccc2)cc1
  0.1, 7, 6, -8, 7, 1, 2, 0.0
40) O=C(NC1CC1)c1sc2cc([N+](=O)[O-])ccc2c1Cl
  0.1, ·, 3, 2, ·, ·, ·, 1.3

New compounds follow:
Values run as follows: XiGFP reactiv, EWS-Fli inh, FN deposit inh, RAD54 inh, RAD52 inh, S100A4 inh HTS, esBAF inh, E-sel inducer
41) Cc1ccc(-n2c(N)c(S(=O)(=O)c3ccccc3)c3nc4ccccc4nc32)cc1
  -0.1, 22, -17, ·, -14, -1, ·, -0.1
42) CCc1ccc(C(O)c2ncc(-c3ccccc3F)[nH]2)cc1 (stereo not given)
  -0.1, -43, -17, 12, -4, -5, ·, -2.1
43) Cc1ccc(CNC(=O)C2CC(=O)N(CCC(C)C)C2)cc1 (stereo not given)
  0.2, 3, 5, ·, 0, 4, -2, -0.6
44) CCCOc1ccc(C(O)(CCN2CCCCC2)c2ccccc2OC)cc1 (stereo not given)
  0.3, 3, 2, 7, -4, -8, -11, -0.1
45) CCS(=O)(=O)N1CC(=O)N2[C@H](CO)[C@@H](c3ccc(C#CCC(C)C)cc3)[C@@H]2C1
  0.0, 1, ·, ·, -8, 0, ·, 0.1
46) Cc1ccc(Nc2n[nH]c(C)c2[N+](=O)[O-])c(C)c1
  0.0, -27, 3, 1, -5, -2, 39, ·
47) CC(=O)Nc1cc(-c2cccc(NS(C)(=O)=O)c2)cn2c(-c3cccc(C(F)(F)F)c3)cnc12
  -0.1, 16, 0, -5, -73, -4, -2, -0.2
48) O=C(c1cnn2ccccc12)N1CCCc2ccccc21
  0.1, -9, -4, 14, -20, 2, 4, 0.1
49) COC(=O)c1ccc(NC(=S)N2CCN(Cc3ccccc3)CC2)cc1
  ·, ·, -4, -6, ·, ·, 1, -2.1
50) COc1ccccc1NC(=O)C(C)OC(=O)CSCC(=O)Nc1cc(C)on1 (stereo not given)
  0.4, -2, 7, -8, -11, 0, -4, 0.0
51) O=C(Nc1ccc(S(=O)(=O)Nc2ccccn2)cc1)C(F)(F)F
  0.5, -3, -5, -15, -13, -11, 0, 1.8

Entries of single compounds from above.
Results for `COc1ccccc1NC(=O)C(C)OC(=O)CSCC(=O)Nc1cc(C)on1` (stereo not given) → XiGFP reactiv: 0.4; EWS-Fli inh: -2; FN deposit inh: 7; RAD54 inh: -8; RAD52 inh: -11; S100A4 inh HTS: 0; esBAF inh: -4; E-sel inducer: 0.0
Results for `CCc1ccc(C(O)c2ncc(-c3ccccc3F)[nH]2)cc1` (stereo not given) → XiGFP reactiv: -0.1; EWS-Fli inh: -43; FN deposit inh: -17; RAD54 inh: 12; RAD52 inh: -4; S100A4 inh HTS: -5; esBAF inh: ·; E-sel inducer: -2.1

A draw from above in order of length of the SMILES, lowest first.
Values run as follows: XiGFP reactiv, EWS-Fli inh, FN deposit inh, RAD54 inh, RAD52 inh, S100A4 inh HTS, esBAF inh, E-sel inducer
49) COC(=O)c1ccc(NC(=S)N2CCN(Cc3ccccc3)CC2)cc1
  ·, ·, -4, -6, ·, ·, 1, -2.1
39) C[C@@H]1CN([C@@H](C)CO)C(=O)Cc2cc(N(C)C)ccc2O[C@@H]1CN(C)Cc1ccc(-c2ccccc2)cc1
  0.1, 7, 6, -8, 7, 1, 2, 0.0
20) C[C@H]1CN([C@@H](C)CO)C(=O)c2cc(NC(=O)Nc3ccc(F)cc3)ccc2O[C@H]1CN(C)Cc1ccc(C(F)(F)F)cc1
  0.0, 12, ·, -2, -4, -9, -2, -12

Source: PubChem
